Screens (PubChem BioAssay)
HCMV inh = human cytomegalovirus inhibition; activity change, negative = inhibition, % at 57.5 µM; AID 1259415; 4.5% of 410,000 active; HFF cells, HCMV-luciferase reporter, 72 h; hits give low values; in the data active means activity change below about -60%; inconclusive means no clear call, values can overlap the other calls; inactive means above about -39%
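Two compound doses tested in HFFs infected with HCMV-luciferase, MOI 1 PFU/cell, 72 h at 37C. Lysate luminescence read with OneGlo; data normalized against buffer-only and 10uM Salinomycin inhibitor controls.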
AmpC detergent = blocks E. coli AmpC beta-lactamase in detergent assay; P00811; AmpC hydrolysis of nitrocefin, absorbance 480 nm, 0.01% Triton; Potency, µM (doses to about 114 µM), for the others: top-dose activity change, negative = inhibition, usual class: inhibitors; 0.041% of 370,000 active; AID 485294;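 further: potency means the concentration at half of the fitted maximal effect; 0% = no-compound wells and -100% = no-enzyme wells; nearly all actives have a fitted effect of over 25% in size; some results filed as inactive show a strong effect at the top dose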
Target sequence (P00811 whole entry, looked up): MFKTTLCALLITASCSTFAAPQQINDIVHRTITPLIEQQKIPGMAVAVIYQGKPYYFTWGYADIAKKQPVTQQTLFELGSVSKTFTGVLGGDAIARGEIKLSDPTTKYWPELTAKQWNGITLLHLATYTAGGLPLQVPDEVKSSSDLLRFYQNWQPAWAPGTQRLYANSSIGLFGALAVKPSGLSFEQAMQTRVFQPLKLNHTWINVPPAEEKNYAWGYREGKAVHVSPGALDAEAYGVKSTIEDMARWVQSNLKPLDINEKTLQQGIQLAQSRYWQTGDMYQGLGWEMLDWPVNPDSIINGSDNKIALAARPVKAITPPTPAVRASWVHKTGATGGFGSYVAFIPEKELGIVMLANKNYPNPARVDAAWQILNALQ
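20 mM phosphate pH 7.0 + 0.01% (detergent screen) or 0.0001% Triton X-100; 5.3 nM AmpC reagent; cpd preinc 15 min RT; nitrocefin (800 uM stock) to start; A480 q20 s × 4 min; Activity was normalised to no-enzyme and no-compound control wells.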
Sm TGR block = S. mansoni TGR enzyme inhibition | purified TGR, DTNB reduction, TNB absorbance 405 nm | 3% of 360,000 active | Potency, µM (series often up to 114 µM), for inactives: at the top dose activity change, negative = inhibition, usual class: inhibitors | AID 485364 | Q962Y6; further: potency means the concentration at half of the fitted maximal effect; nearly all actives have a fitted effect of over 60% in size
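Kinetic colorimetric format: TGR-catalysed, NADPH-driven DTNB reduction monitored via TNB absorbance. Enzyme dispensed at 20 nM; compound exposure 15 min at room temperature before reaction start.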
Tb PYK inh = blocks Trypanosoma brucei pyruvate kinase. TbPYK enzyme, Kinase-Glo Plus ATP luminescence, 45 min. Potency, µM (top dose mostly 76.8 µM), for inactives: at the highest dose activity, negative = inhibition, hits mostly inhibitors. 0.12% of 410,000 active; further: potency means the concentration at half of the fitted maximal effect; nearly all actives have a fitted effect of over 50% in size
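T. brucei PYK with substrate was exposed to pin-transferred compounds across a concentration series, then started with 130 uM ADP (final). After 45 min at room temperature, Kinase-Glo Plus luminescence was read, normalized and curve-fitted.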
LmPK inh = inhibitors of Leishmania mexicana pyruvate kinase; Q27686; purified LmPK, Kinase-Glo ATP luminescence, 1 h; Potency, µM (doses to about 57.5 µM), without a hit: at the highest dose activity change, negative = inhibition, usual class: inhibitors; 0.37% of 290,000 active; AID 1721; further: potency means the concentration at half of the fitted maximal effect
Target sequence (Q27686 whole entry, looked up): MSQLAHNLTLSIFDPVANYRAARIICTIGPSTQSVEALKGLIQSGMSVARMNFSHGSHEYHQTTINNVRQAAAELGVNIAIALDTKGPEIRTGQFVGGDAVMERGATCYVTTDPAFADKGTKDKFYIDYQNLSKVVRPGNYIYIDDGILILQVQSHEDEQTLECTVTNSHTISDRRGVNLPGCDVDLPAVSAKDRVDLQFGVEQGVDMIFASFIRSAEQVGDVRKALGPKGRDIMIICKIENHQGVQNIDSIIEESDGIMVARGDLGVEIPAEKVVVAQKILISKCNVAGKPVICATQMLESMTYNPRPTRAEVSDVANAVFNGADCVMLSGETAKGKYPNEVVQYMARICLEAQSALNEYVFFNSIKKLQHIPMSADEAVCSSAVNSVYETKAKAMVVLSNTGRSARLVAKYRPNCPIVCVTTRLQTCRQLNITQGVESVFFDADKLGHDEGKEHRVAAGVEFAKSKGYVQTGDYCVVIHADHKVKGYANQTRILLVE
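Pyruvate kinase activity monitored as ATP production (luciferase luminescence). Conditions: 0.1 nM enzyme, 0.5 mM PEP, 0.1 mM ADP, 1 h, RT; normalized against uninhibited and no-enzyme wells.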
AmpC no deterg = inhibitors of E. coli AmpC beta-lactamase without detergent | AmpC nitrocefin hydrolysis, absorbance 480 nm, 0.0001% Triton | Potency, µM (titrated, usually from 57.1 µM), inactives show at the highest dose activity change, negative = inhibition, most hits filed as inhibitors | 0.52% of 330,000 active | AID 485341;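 further: potency means the concentration at half of the fitted maximal effect; plate controls were no compound for no effect and no enzyme for full effect; nearly all actives have a fitted effect of over 20% in size; some results filed as inactive show a strong effect at the top dose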
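20 mM phosphate pH 7.0 + 0.01% (detergent screen) or 0.0001% Triton X-100; 5.3 nM AmpC reagent; cpd preinc 15 min RT; nitrocefin (800 uM stock) to start; A480 q20 s × 4 min; Activity was normalised to no-enzyme and no-compound control wells.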
AMA1-RON2 inh = disrupts binding of P. falciparum AMA1 to RON2 | AlphaScreen AMA1-biotinylated RON2 peptide binding | Potency, µM (titrated, usually from 58.2 µM), inactives show top-dose activity change, negative = inhibition, most hits filed as inhibitors | 0.2% of 360,000 active;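 further: potency means the concentration at half of the fitted maximal effect; 0% = vehicle wells and -100% = peptide control; nearly all actives have a fitted effect of over 45% in size; some results filed as inactive show a strong effect at the top dose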
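AMA1 (3D7) with his tag at 25 nM final met compounds first, then biotinylated RON2 peptide at 25 nM; detection used donor plus acceptor beads, 10 µg/mL apiece, read by AlphaScreen after 30 min at room temperature.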
* = called active by the depositor; u = inconclusive; x = not tested or not shown; & = joins results of further samples; [ ] = dose if it differs, or a comment. Unless noted, the call rests on the fitted dose curve; in most records, active means well fitted curve in the direction sought with a large enough effect; inconclusive means small, poorly fitted or top-dose-only effect, or another doubt; inactive means no such curve, though single readings can be large; an effect the other way counts as inactive or inconclusive. Unless noted, on the % scale 0 is the no-effect control and ±100 the full control effect.

SMILES | HCMV inh | AmpC detergent | Sm TGR block | Tb PYK inh | LmPK inh | AmpC no deterg | AMA1-RON2 inh
CCCCn1c(=O)c(C(=O)Nc2ccccn2)c(O)c2ccccc21 | -78* | -13% | 17% | -2% | -1% | -12% | 10%
O=C(CN1C(=O)C2C3C=CC(C3)C2C1=O)Nc1nc2ccccc2[nH]1 (stereo not drawn) | -9 | -13% | 10% | 2% | 6% | -6% | 2%
O=C(O)COc1ccc(/C=N/NC(=O)c2cccc3ccccc23)cc1 | -6 | 0% | 16% | -4% | 0% | -13% | -8%
CN(Cc1nc2ccccc2s1)C(=O)c1ccc(F)cc1 | -13 | -9% | -8% | 2% | -3% | -4% | 0%
CCn1c(=O)cc(OCC(=O)N(C)c2ccccc2F)c2ccccc21 | -26 | -10% | -13% | -8% | 14% | 35% | 11%
Cc1ccc([N+](=O)[O-])cc1S(=O)(=O)Nc1ccc(-c2ccc(N3CCCC3)nn2)cc1 | -40 | -10% | 2% | -2% | x | -9% | -10%
COC(=O)c1ccc(Cc2ccc(C(=O)OC)o2)o1 | 52 | -15% | -5% | 1% | 1% | -3% | -3%
CC1CCN(S(=O)(=O)N2CCC(C(=O)NCCc3ccccc3)CC2)CC1 | -30 | -2% | 4% | -9% | 11% | 28% | 1%
Cc1ccc2c(c1)c1ncnc(N3CCc4ccccc4C3)c1n2C | 110 | -9% | -7% | 4% | 3% | 2% | 2%
COc1cnc(SC)nc1Nc1ccc(C#N)cc1 | -35 | -10% | 8% | 6% | -1% | -19% | -10%
NS(=O)(=O)c1cc2c(cc1C(F)(F)F)NCNS2(=O)=O | -7 | 1% | 9% | -6% | 5% | -21% | 4%
CCCN(CCC)C(=O)Cc1ccc(F)cc1 | -30 | -1% | 4% | 3% | 1% | 1% | 5%
Cc1cc2oc(C(=O)NCc3ccc(S(N)(=O)=O)cc3)c(C)c2cc1C | -12 | 4% | -4% | 3% | 6%[11.5 µM] | -45% | 3%
CCN(CC)CCN(C(=O)c1ccco1)c1nc2cc(C)cc(C)c2s1 | -33 | 6% | 1% | -6% | x | x | x
COc1ccc(OCC(=O)N(Cc2sccc2C)C2CCS(=O)(=O)C2)cc1 (stereo not drawn) | 25&-25 | -1%&-3% | -13%&1% | 1%&-2% | -4% | 27% | -7%
Cc1ccc(C(=O)NCC(=O)OC(C)C(=O)NC2CCCCC2C)cc1C (stereo not drawn) | -25 | u | 0% | 1% | x | -17% | 11%
COC(=O)Cn1c(SCc2ccccc2)nc2ccccc21 | 19 | -8% | 2% | -6% | -8% | -21% | 1%
CC(=O)NC(c1ccccc1)c1nc(-c2ccccc2)cs1 (stereo not drawn) | 39 | x | x | -2% | x | x | -2%
CCSc1nc2c(c(=O)[nH]1)C(c1ccncc1)C(C(=O)OC)=C(C)N2 (stereo not drawn) | 32 | 1% | 1% | 8% | 1% | -19% | 21%
CCC1(C)NC(=O)N(/N=C/c2ccc(C)s2)C1=O (stereo not drawn) | -98* | 2% | 5% | 12% | 2% | -10% | -5%

Ordered by SMILES length (rising): some entries from above
SMILES | HCMV inh | AmpC detergent | Sm TGR block | Tb PYK inh | LmPK inh | AmpC no deterg | AMA1-RON2 inh
CCCN(CCC)C(=O)Cc1ccc(F)cc1 | -30 | -1% | 4% | 3% | 1% | 1% | 5%
COc1cnc(SC)nc1Nc1ccc(C#N)cc1 | -35 | -10% | 8% | 6% | -1% | -19% | -10%
COC(=O)c1ccc(Cc2ccc(C(=O)OC)o2)o1 | 52 | -15% | -5% | 1% | 1% | -3% | -3%
CCC1(C)NC(=O)N(/N=C/c2ccc(C)s2)C1=O (stereo not drawn) | -98* | 2% | 5% | 12% | 2% | -10% | -5%
Cc1ccc2c(c1)c1ncnc(N3CCc4ccccc4C3)c1n2C | 110 | -9% | -7% | 4% | 3% | 2% | 2%
NS(=O)(=O)c1cc2c(cc1C(F)(F)F)NCNS2(=O)=O | -7 | 1% | 9% | -6% | 5% | -21% | 4%
CCN(CC)CCN(C(=O)c1ccco1)c1nc2cc(C)cc(C)c2s1 | -33 | 6% | 1% | -6% | x | x | x
Cc1ccc(C(=O)NCC(=O)OC(C)C(=O)NC2CCCCC2C)cc1C (stereo not drawn) | -25 | u | 0% | 1% | x | -17% | 11%
CC1CCN(S(=O)(=O)N2CCC(C(=O)NCCc3ccccc3)CC2)CC1 | -30 | -2% | 4% | -9% | 11% | 28% | 1%
Cc1cc2oc(C(=O)NCc3ccc(S(N)(=O)=O)cc3)c(C)c2cc1C | -12 | 4% | -4% | 3% | 6%[11.5 µM] | -45% | 3%
CCSc1nc2c(c(=O)[nH]1)C(c1ccncc1)C(C(=O)OC)=C(C)N2 (stereo not drawn) | 32 | 1% | 1% | 8% | 1% | -19% | 21%

New compounds follow.
SMILES | HCMV inh | AmpC detergent | Sm TGR block | Tb PYK inh | LmPK inh | AmpC no deterg | AMA1-RON2 inh
COc1ccc2oc(C(=O)OCC(=O)Nc3cc(S(=O)(=O)N4CCOCC4)ccc3C)c(C)c2c1 | 10 | u | 2% | -4% | x | -10% | -4%
O=C(CCNS(=O)(=O)c1ccc(Br)cc1)NCc1ccc(F)cc1 | u | -9% | 25% | -5% | 8% | -7% | -3%
CC(CC(=O)NC1CCCCC1)S(=O)(=O)c1ccc2c(c1)CCN2C(=O)C1CC1 (stereo not drawn) | 6 | 5% | 3% | -4% | -4% | -13% | 6%
CCC1(c2ccccc2)NC(=O)N(CC(=O)N(C)CC(=O)Nc2c(C)cccc2C)C1=O (stereo not drawn) | 4 | 6% | 2% | -19% | -3% | 19% | 7%
CCCCN(Cc1ccccc1)S(=O)(=O)c1cc(Br)cc2c1N(C(C)=O)C(C)C2 (stereo not drawn) | -65* | -6% | 13% | -10% | 3% | 48% | -3%
O=C(c1ccccc1)N1CCN(C(=O)c2ccc3c(c2)OCO3)CC1 | -3 | u | -6% | 0% | -2% | 0% | -16%
CCCC(=O)N(Cc1cc(=O)[nH]c2ccccc12)c1ccccc1 | 20 | -5% | -10% | 3% | 2% | 0% | -1%
Cc1c(CC=C(Cl)Cl)c(=O)[nH]c2c(C)cccc12 | u | u | -3% | 2% | 3% | -15% | -7%
CC(=O)Nc1cccc(-c2cccc3nccn23)c1 | 151 | x | x | 0% | x | x | -8%
COc1ccc2nc(C)cc(N/N=C/c3ccc(F)cc3)c2c1 | -18 | -9% | 3% | 1% | 4% | -32% | 3%
Cc1ccc(NC(=O)CN2C(=O)CCc3cc(S(=O)(=O)N4CCOCC4)ccc32)cc1N(C)C | 11 | -11% | -16% | -12% | x | x | x
Cc1ccccc1OCC(O)Cn1c(Br)nc2c1c(=O)[nH]c(=O)n2C (stereo not drawn) | 9 | 3% | 0% | 0% | 2% | -11% | 4%
COc1ccccc1NC(=O)Cn1cnc2c(nnn2-c2ccc(C)cc2)c1=O | -16 | -1% | 3% | 1% | 1% | -5% | 4%
CC(=O)N1CCOc2ccc(S(=O)(=O)N3CCN(c4cccc(C(F)(F)F)c4)CC3)cc21 | -25 | -8% | 4% | -1% | 12% | 93%[activator] | -10%
COC(=O)c1cc(C(=O)OC)n(Cc2ccc(F)cc2)c1C | 15 | -1% | 2% | -3% | 2% | -2% | 1%
O=C(OCc1nc2ccccc2s1)c1cccs1 | -62* | -9% | 0% | x | -15% | x | 9%
CCc1ccccc1NC(=O)C1CCCN1C(=O)NCc1ccccc1 (stereo not drawn) | 11 | u | -1% | 2% | 8% | -11% | 16%
COc1cccc(CNS(=O)(=O)c2cc3[nH]c(=O)c(=O)[nH]c3cc2C)c1 | 12 | 13% | -5% | 3% | x | x | x
Cc1oc(-c2ccc(F)cc2F)nc1CN1C[C@@H]2C[C@@H](C1)c1cccc(=O)n1C2 | -9 | 5% | -34% | 1% | 0% | 58% | 28%
CCCCCCC(C)OC(=O)c1ccccc1C(=O)O (stereo not drawn) | u | -4% | 7% | -12% | 4% | -22% | -3%
CN(C)CC1CCCCC1OC(=O)c1ccc(Cl)c(Cl)c1 (stereo not drawn) | u | 5% | 5% | 25% | -3% | 75%[activator] | 3%
COc1ccc(C(C(=O)NC2CCCC2)N(Cc2cccnc2)C(=O)c2snc(C(N)=O)c2N)cc1 (stereo not drawn) | 34 | 1% | -5% | 5% | -5% | -7% | 0%
CCc1ccc(N2C(=O)CC(N3CCN(c4ccccn4)CC3)C2=O)cc1 (stereo not drawn) | -16 | 5% | 22µM* | 3% | 2% | 84%[activator] | -1%
Oc1c(C(Nc2ccccn2)c2cccnc2)cc(Cl)c2cccnc12 (stereo not drawn) | 2 | -4% | 4.5µM* | 36%[activator] | 4% | -25% | u
COc1ccc(-n2c(-c3cc(-c4ccccc4)sc3N)n[nH]c2=S)cc1 | -8 | 4% | -2% | 9% | 1% | -37% | 89%[activator]
O=C(O)c1ccc(Cl)c(S(=O)(=O)N(Cc2ccccc2)c2ccc(F)cc2)c1 | 24 | -3% | 3% | 2% | -5% | -6% | 15%
Cn1nnnc1SCC(=O)N1CCCCC1 | 22 | -14% | -4% | 4% | 2% | 2% | 1%
COc1ccc(NC(=O)c2cccnc2N2CCCCC2)cc1 | -26 | u | -27% | -9% | 6% | -1% | 0%
CCCC12CN3CC(C)(CN(C1)C3c1c(C)[nH]c(=O)[nH]c1=O)C2=O (stereo not drawn) | -3 | 5% | 0% | 3% | x | x | x
COc1cccc(CN(C)C(=O)CSCC(=O)Nc2ccc(C)cc2)c1OC | -7 | -5% | -3% | 4% | x | 9% | 55%[activator]
COCC(C)N=C1NN=C(c2cccs2)C(CC(=O)O)S1 (stereo not drawn) | -21 | -2% | -34% | -2% | 1% | -22% | 73%[activator]
COCCN(C(=O)C1=COCCO1)c1c(N)n(CC(C)C)c(=O)[nH]c1=O | -36 | -2% | 6% | 0% | x | -15% | 13%
